OXTR ag: human OXTR agonism; P30559; CHO-OTR cells, Fluo-8 calcium fluorescence; normalized: DMSO 0%, oxytocin 100%; activation, % at 3 µM; actives 0.32% (n = 320,000); AID 2435;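 active = activation above the mean of all tested compounds plus 3 SD, cutoff set per screening run, cut at about 20% in these data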;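 also: peak over basal fluorescence ratio from a 100 s FLIPR kinetic read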
Target sequence (P30559 whole entry, looked up): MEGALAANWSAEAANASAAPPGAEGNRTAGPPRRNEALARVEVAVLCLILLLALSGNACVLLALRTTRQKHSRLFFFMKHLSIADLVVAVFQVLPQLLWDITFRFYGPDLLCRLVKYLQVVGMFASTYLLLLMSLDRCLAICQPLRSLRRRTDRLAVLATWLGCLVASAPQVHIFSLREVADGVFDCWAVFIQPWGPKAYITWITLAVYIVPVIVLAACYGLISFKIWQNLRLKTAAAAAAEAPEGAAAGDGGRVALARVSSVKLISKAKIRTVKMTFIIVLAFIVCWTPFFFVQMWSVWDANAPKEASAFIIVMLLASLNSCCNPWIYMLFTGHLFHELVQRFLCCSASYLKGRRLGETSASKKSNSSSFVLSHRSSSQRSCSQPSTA
MEKK2mut PB1 HTS: signal of MEK5 binding to mutant human MEKK2 PB1 domain; bead flow cytometry, Alexa488-MEK5 binding to MEKK2 mutant; percent response, % at 10 µM; actives 0.35% (n = 290,000); AID 1530; in the data active = percent response above about 24%, passing the limit was not always enough; also: inactives centre near 1; some results filed as inactive read as strong as hits; reference of the scale not given here
GalR3 antag: blocks the human galanin receptor 3; actives 0.44% (n = 360,000); O60755; HEK293 GalR3-CNG cAMP membrane potential fluorescence; galR3 body fused to GalR1 C-terminus; inhibition, % at 3 µM;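 active = inhibition above the screen-wide average plus 3 SD, cut at about 13% in these data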;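 also: forskolin and galanin both at EC90 stimulate the cells; cAMP rise reported by CNG channel membrane potential dye signal; 0% = forskolin plus galanin with DMSO and 100% = forskolin alone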
MEKK2 WT-MEK5: raises or lowers MEK5 binding to wildtype human MEKK2 PB1 domain; Q9Y2U5; actives 1.1% (n = 290,000); bead flow cytometry, Alexa488-MEK5 binding to MEKK2 WT; actives lie on both sides; binding response (% of control), % at 10 µM; in the data active = binding response below about 67% or above about 130%
NALP1 yeast inh: inhibitors of NALP1 inflammasome in yeast. S. cerevisiae NALP1/ASC/caspase-1 growth, X-gal OD620, 72 h. inhibition, % at 10 µM. actives 0.61% (n = 280,000); in the data active = inhibition mostly above about 24%, no sharp cut-off; inactive = mostly below about 32%; also: some compounds called inactive have numbers as strong as hits
GPR7 antagonist: human neuropeptides B/W receptor 1 antagonism. P48145. GPR7-expressing cells, fluorescence antagonist assay. inhibition, % at 4.4 µM. actives 1.1% (n = 290,000). AID 1861; in the data active = inhibition above about 16%, passing the limit was not always enough;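 also: cells stimulated with the agonist NPW; 0% = agonist with vehicle and 100% = vehicle without agonist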
Target sequence (P48145 whole entry, looked up): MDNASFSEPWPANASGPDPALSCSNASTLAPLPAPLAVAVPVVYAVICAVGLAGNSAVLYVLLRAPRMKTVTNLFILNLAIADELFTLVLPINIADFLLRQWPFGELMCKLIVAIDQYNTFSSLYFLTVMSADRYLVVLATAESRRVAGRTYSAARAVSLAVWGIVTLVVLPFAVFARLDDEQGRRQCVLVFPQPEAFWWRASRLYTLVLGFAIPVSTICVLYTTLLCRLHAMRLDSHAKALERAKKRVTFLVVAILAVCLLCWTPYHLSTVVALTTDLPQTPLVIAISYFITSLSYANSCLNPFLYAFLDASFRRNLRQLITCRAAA
MEKK3 PB1 HTS: raises or lowers MEK5 binding to the human MEKK3 PB1 domain; Q99759; bead-based flow cytometry, Alexa488-MEK5 binding to MEKK3; actives lie on both sides; 0 = blocked by unlabeled MEK5, 100 = vehicle; binding response (% of control), % at 10 µM; actives 1.4% (n = 290,000); AID 1529;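 active = binding response more than 3 SD above or below the average of its plate-row segment, actives on both sides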;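 also: Alexa488 bead fluorescence after subtracting the streptavidin-only scavenger bead signal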
V1R ag counter: V1a receptor agonism, counter-screen for OXTR agonists. AID 2797. actives 0.25% (n = 320,000). CHO-V1R cells, Fluo-8 calcium fluorescence, agonist mode; 0% DMSO, 100% 3 nM vasopressin. activation, % at 3 µM;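 active = activation above the mean activation of all tested compounds plus 3 SD, per screening run, cut at about 20% in these data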;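 also: signal is peak over basal fluorescence ratio across a 100 second FLIPR read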
PHOSPHO1 block: blocks human PHOSPHO1 phosphatase activity. AID 1565. recombinant PHOSPHO1, absorbance phosphatase assay. inhibition, % at 13.3 µM. actives 1.1% (n = 290,000); in the data active = inhibition above about 60%
Numbers without * were called inactive; x = no result given.

SMILES	OXTR ag	MEKK2mut PB1 HTS	GalR3 antag	MEKK2 WT-MEK5	NALP1 yeast inh	GPR7 antagonist	MEKK3 PB1 HTS	V1R ag counter	PHOSPHO1 block
COCCCNc1nc(SCc2ccccc2)nc2sc3c(c12)CCC3	-1.6	-7	-3	106	-2	4	102	-0.1	-15
O=C(COC(=O)[C@H](Cc1ccccc1)NC(=O)c1cccs1)Nc1cc(F)ccc1F	0.6	-3	-3	93	11	-5	98	4.5	-11
O=C(NCc1ccco1)c1ccccc1-c1ccccc1	0.6	1	-5	98	16	-1	97	-0.3	-6
CC(=O)Nc1ccc2c(COC(=O)CC3Sc4ccccc4NC3=O)cc(=O)oc2c1 (configuration not stated)	-0.3	10	-9	108	14	-15	107	0.5	42
Cc1nn(Cc2ccc(Cl)cc2)c(C)c1NC(=O)c1noc2c1CCCCC2	1.7	7	x	109	10	-4	108	4.7	6
Cc1ccccc1CN1CCN(S(=O)(=O)c2cccs2)CC1	-2.5	-4	2	102	21	2	105	-1.4	39
CCCOC(=O)c1ccc(Oc2cn[nH]c2-c2ccc(OC)cc2O)cc1	0.8	x	-5	x	-4	-20	x	0.6	3
CCOc1ccc2nc(NCCNC(=O)Nc3cccc(C)c3)c(C#N)cc2c1	-1.5	-7	0	90	23	17	95	0.2	3
COc1ccccc1CNc1nc(C)c(C(C)=O)s1	5.1	2	-5	105	18	-10	102	7.7	39
Cc1nnc(SCC(=O)c2ccc(C(C)C)cc2)s1	-1.2	-1	3	99	-1	-12	98	0.2	29
COc1ccc(C)cc1NC(=O)C(OC(=O)C1CC1)c1ccccc1 (configuration not stated)	-2.0	0	-6	101	-10	-14	106	-1.6	-18
COc1ccc(NC(=O)[C@H](Cc2c[nH]c3ccccc23)NC(=O)[C@@H]2Cc3ccccc3CN2)cc1	1.5	6	-6	110	26	3	104	0.1	13
CCS(=O)(=O)c1ccc2oc(Nc3ccc(C(C)(C)C)cc3)nc2c1	-0.9	0	-7	100	2	18	105	-0.1	-20
Cc1ccc2c(c1)N(C(=O)CCC(=O)NCCCN1CC(C)CC(C)C1)CCO2 (configuration not stated)	0.6	5	x	103	16	-4	101	0.0	-14
CCC(C)N(C(=O)COC(=O)c1[nH]c(C)c(C(C)=O)c1C)C1CCS(=O)(=O)C1 (configuration not stated)	0.9	8	0	107	14	-10	108	1.5	-4
CC(=O)c1cc2c(cc1NC(=O)c1cc(C)nn1-c1ccccc1)OCO2	-0.2	-3	3	100	24	-11	112	-1.1	1
CC12CCC(=O)N1C(C(=O)OCC(=O)Nc1cccc(S(=O)(=O)N3CCCCCC3)c1)CS2 (configuration not stated)	12	2	3	106	26	-7	107	7.3	-9
CCOc1ccc(-c2nc(C)sc2CC(=O)O)cc1	0.7	3	-7	102	13	6	105	0.9	9
Cc1cc(C)n2cc(CSc3nnnn3-c3ccccc3)nc2n1	-0.1	1	0	101	-41	-14	99	-0.1	-16
O=C(NCCc1c[nH]c2ccccc12)c1ccc([N+](=O)[O-])cc1	-0.7	4	-5	99	14	31*	99	0.2	6

Next section; it opens with the 7 that closed the last part.
SMILES	OXTR ag	MEKK2mut PB1 HTS	GalR3 antag	MEKK2 WT-MEK5	NALP1 yeast inh	GPR7 antagonist	MEKK3 PB1 HTS	V1R ag counter	PHOSPHO1 block
Cc1ccc2c(c1)N(C(=O)CCC(=O)NCCCN1CC(C)CC(C)C1)CCO2 (configuration not stated)	0.6	5	x	103	16	-4	101	0.0	-14
CCC(C)N(C(=O)COC(=O)c1[nH]c(C)c(C(C)=O)c1C)C1CCS(=O)(=O)C1 (configuration not stated)	0.9	8	0	107	14	-10	108	1.5	-4
CC(=O)c1cc2c(cc1NC(=O)c1cc(C)nn1-c1ccccc1)OCO2	-0.2	-3	3	100	24	-11	112	-1.1	1
CC12CCC(=O)N1C(C(=O)OCC(=O)Nc1cccc(S(=O)(=O)N3CCCCCC3)c1)CS2 (configuration not stated)	12	2	3	106	26	-7	107	7.3	-9
CCOc1ccc(-c2nc(C)sc2CC(=O)O)cc1	0.7	3	-7	102	13	6	105	0.9	9
Cc1cc(C)n2cc(CSc3nnnn3-c3ccccc3)nc2n1	-0.1	1	0	101	-41	-14	99	-0.1	-16
O=C(NCCc1c[nH]c2ccccc12)c1ccc([N+](=O)[O-])cc1	-0.7	4	-5	99	14	31*	99	0.2	6
CC(C)C(NC(=O)c1cccs1)C(=O)NC1CCCCC1 (configuration not stated)	0.5	-3	2	99	13	3	98	0.9	23
COc1ccccc1OCCOCCN1CCCC1	1.8	5	-10	110	x	3	102	0.8	x
Nc1ccccc1SCc1ccccc1Cl	-1.9	1	-3	98	7	-16	98	-2.5	42
COc1ccc(C(O)P(=O)(O)CCc2ccccc2)cc1 (configuration not stated)	0.4	0	-2	97	10	-7	98	0.0	32
Cc1cccc(NC2=NCC(=O)N2CCc2ccccc2)c1	-0.4	3	-5	109	14	18	108	-0.1	41
CCC/C(C)=N\Nc1nc2c(c(=O)n(C)c(=O)n2C)n1C	1.2	3	-6	93	3	-12	100	-1.4	24
CCN1CCN(CCCNC(=O)CNC(=O)c2nn(-c3ccc(OC)cc3OC)c(=O)c3ccccc23)CC1	2.1	5	-4	100	10	-16	100	0.6	36
Cc1ccc(NC(=O)CN2C(=O)CCSc3ccc(S(=O)(=O)N4CCCC4)cc32)cc1	-0.9	-9	-7	93	25	-9	95	1.5	30
NS(=O)(=O)c1ccc(CNC(=O)/C=C/c2ccccc2)cc1	2.6	0	-3	105	1	7	101	1.0	0
Cc1ccc(-c2csc(NC(=O)/C=C/c3cccs3)n2)cc1C	0.2	10	-5	105	30	-2	105	-0.1	-6
COc1cc(S(=O)(=O)NC2CCSc3ccccc32)ccc1NC(C)=O (configuration not stated)	3.8	-7	-10	90	6	-5	95	3.7	-65
CO[C@@]1(NC(=O)Cc2cccs2)C(=O)N2C(C(=O)O)=C(COC(N)=O)CS[C@@H]21	0.9	-6	x	89	28	-7	102	-0.1	-11
COc1ccc(CN(C)CC(=O)NC(C)c2ccccc2)cc1OC (configuration not stated)	-0.6	-14	-6	94	4	0	103	0.0	9
Cc1nn(-c2ccccc2)c(C)c1/C=N/NC(=O)c1cc(-c2cccs2)[nH]n1	0.2	-1	1	101	28	9	102	-0.1	-12
CCOC(=O)c1sc2nc(CC(=O)OC)nc(NCC(=O)OC)c2c1C	0.5	2	-7	100	-4	-7	100	-0.5	26
CCCCN1C(=O)c2ccc(C(=O)Nc3cccnc3)cc2C1=O	1.9	3	-9	104	30	-8	104	0.9	22
COc1ccc(OCc2cc(C(=O)N(C)Cc3cc(C)no3)no2)c(Cl)c1	0.7	4	-8	103	7	-15	105	0.3	38
Cc1ccc(NC(=O)CSc2nnc(-c3ccncc3)n2C)cc1S(=O)(=O)N1CCOCC1	0.1	-3	-7	99	15	0	108	1.3	24
Cc1cccc(Nc2cc(C)nc3ccccc23)c1	-0.7	3	-7	110	3	-3	108	-0.2	24
O=C(NCCc1ccccc1)[C@@H]1CC=C[C@@H]2CCN(C3CCCCC3)C(=O)[C@@H]21	-2.0	4	-5	99	x	x	99	-0.7	x
NC(=NC(=O)c1ccccc1)N1N=CCC1c1ccccc1 (configuration not stated)	-1.1	0	-4	100	-12	-6	101	0.1	6
CC1(C)CC(=O)C(C=Nc2ccc(Cl)cn2)=C(O)C1	-0.5	4	-4	101	1	-8	115	0.0	-17
Cc1ccc(S(=O)(=O)NCC2CCCO2)cc1 (configuration not stated)	-1.0	2	-2	107	2	-9	106	1.0	35
Cc1ccc(S(=O)(=O)N(C)CCCC(=O)N2CCOCC2)cc1	0.4	7	-1	101	-12	-9	103	1.8	6
O=C(O)c1ccc2c(c1)N(Cc1ccc(F)cc1)C(=O)c1ccccc1S2	0.9	-5	-2	93	2	-6	101	-0.5	24
CSCCC(NC(=O)C12CC3CC(CC(C3)C1)C2)C(=O)OCC(=O)c1ccc(Cl)cc1 (configuration not stated)	0.0	-2	-2	96	18	-8	95	-0.9	23
COc1ccc(S(=O)(=O)N(C)C2CCN(C)CC2)cc1	0.1	20	x	118	34	-2	111	-0.7	-34
O=C1NC(c2ccccc2)=C(c2nc3ccccc3s2)C(c2ccc(F)cc2)N1 (configuration not stated)	1.7	-1	-4	88	-12	-3	100	1.1	29
O=C(Nc1ccc(F)cc1)N1CCN2C(=O)c3ccccc3C12c1ccccc1 (configuration not stated)	-2.0	-2	x	101	5	-9	99	0.1	0
Cc1ccc(/C=C/C(=O)O)cc1S(=O)(=O)Nc1ccc(C(=O)O)cc1	-0.4	1	8	109	x	-9	105	0.6	13
CCCCN(CCCNC(=O)C1CCCN(S(=O)(=O)CC)C1)Cc1ccccc1 (configuration not stated)	0.5	-3	3	102	0	-7	102	-0.1	-7
COc1ccc(S(=O)(=O)N(C)c2ccc(C(=O)N3CCCCC3)cc2)cc1	10.0	1	0	100	10	-14	102	8.8	41
Cc1ccc(/C=C/c2nc3sc(C(=O)O)c(C)c3c(=O)[nH]2)cc1[N+](=O)[O-]	0.9	-10	-9	90	11	10	95	0.3	24

Assay outcomes (PubChem BioAssay)
